High-throughput results from PubChem BioAssay.
CatB mixtures: cathepsin B inhibitors from pooled compounds, primary screen, biochemical, compound mixtures, AMC fluorescence; P07858; 62,000 tested, 0.06% active; inhibition, %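 (ten-compound pools at 5 µM per compound and 50 µM total)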; Purified cathepsin B, AMC dipeptide fluorescence; in the data active = inhibition above about 22%, passing the limit was not always enough;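 also: 0% = enzyme without compound and 100% = no enzyme blank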
E coli RNAP: E. coli RNAP inhibitors, biochemical; DNA-directed RNA polymerase subunit beta (Escherichia coli (strain K12)), P0A8V2; E. coli RNA polymerase, fluorescence transcription assay; inhibition, %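 (tested at 10 µM)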; 62,000 tested, 0.2% active; in the data active = inhibition above about 20%;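 also: 0% = enzyme without compound and 100% = no enzyme blank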
CatG inh: human cathepsin G inhibitors, primary screen, biochemical, pooled compound mixtures, AMC fluorescence | P08311 | purified enzyme, AMC-tetrapeptide fluorescence | inhibition, % at 5 µM (by protocol) | 62,000 tested, 0.2% active;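 active = inhibition above 20% in each of the two mixture wells holding the compound; inactive = inhibition of 20% or less in either well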;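 also: 0% = enzyme control without mixture and 100% = blank lacking enzyme; strong numbers were not always called active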
CatL inh: inhibitors of human cathepsin L, biochemical; Procathepsin L (Homo sapiens), P07711; purified cathepsin L, fluorogenic substrate, fluorescence; inhibition, %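 (tested at 10 µM)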; 58,000 tested, 0.17% active; AID 460, 2006; in the data active = inhibition above about 45%;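 also: 0% = enzyme with no compound and 100% = no enzyme blank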
Target sequence (P07711 114-288 limits assumed): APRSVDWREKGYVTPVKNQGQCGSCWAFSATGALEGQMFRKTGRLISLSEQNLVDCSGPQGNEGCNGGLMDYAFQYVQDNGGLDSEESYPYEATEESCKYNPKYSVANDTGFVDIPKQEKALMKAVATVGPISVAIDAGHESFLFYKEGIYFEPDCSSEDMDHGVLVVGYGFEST
Target sequence (P07711 292-333 limits assumed): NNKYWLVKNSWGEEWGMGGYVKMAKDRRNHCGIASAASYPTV
CatS inh: inhibitors of human cathepsin S, biochemical, compound mixtures; P25774; recombinant cathepsin S, AMC dipeptide fluorescence, pooled mixtures; inhibition, %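 (tested at 5 µM per compound within 10-compound mixtures)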; 62,000 tested, 0.06% active; in the data active = inhibition above about 32%, passing the limit was not always enough;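 also: 0% = enzyme without compound and 100% = blank without enzyme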
AP complement: alternative complement pathway inhibitors, primary screen, biochemical, ELISA, human serum, orthogonally pooled compounds. LPS-coated ELISA, C3 deposition; tested in compound mixtures. inhibition, % at 5 µM. 62,000 tested, 0.08% active;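 active = inhibition above 30% in each of the two pooled mixtures holding the compound, so the lower value exceeds 30%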;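 also: 0% = serum in Mg-EGTA without compound and 100% = EDTA serum blank; some compounds past the cut are filed as inactive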
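Test system – human serum alternative complement pathway, C3 deposition on LPS-coated wells · Buffer or medium – diluted human serum in Mg2+-EGTA GVB++ · Compound dosing – 5 µM each compound, pools of ten, 50 µM per pool · Schedule – 1 h serum-compound exposure at 37 °C · Measured by – Anti-C3 ELISA, OD 450 nm · Read-out basis – percent inhibition of C3 deposition onto LPS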
CatB block: human cathepsin B inhibitors, primary screen, biochemical, fluorogenic substrate; P07858; purified cathepsin B, fluorescence; inhibition, %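 (tested at 10 µM)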; 63,000 tested, 0.1% active; in the data active = inhibition above about 21%;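 also: 0% = enzyme with no compound and 100% = no enzyme blank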
FXIa inh mix: FXIa protease inhibitors in compound pools, primary screen, biochemical, 10-compound mixtures | Coagulation factor XI (Homo sapiens), P03951 | purified FXIa, fluorogenic substrate, pooled mixtures | inhibition, % at 5 µM | 62,000 tested, 0.19% active; in the data active = inhibition above about 20%, passing the limit was not always enough;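 also: each value is inhibition by a whole ten-compound pool holding the compound; 0% = enzyme with no mixture and 100% = wells lacking enzyme; strong numbers were not always called active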
C1s block: complement C1s protease inhibitors, primary screen, biochemical, 10-compound mixtures | AID 538, 2006 | Complement C1s subcomponent (Homo sapiens), P09871 | purified C1s, fluorogenic AMC substrate, pooled mixtures | mean inhibition % of two 10-compound mixtures (active compounds read high), % at 5 µM (by protocol) | 62,000 tested, 0.16% active;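 active = inhibition above 20% in each of the two 10-compound mixture wells holding the compound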;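 also: 0% = enzyme wells lacking compound mixture and 100% = no-enzyme blank wells; some compounds called inactive have numbers as strong as hits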
Target sequence (P09871 16-437 limits assumed): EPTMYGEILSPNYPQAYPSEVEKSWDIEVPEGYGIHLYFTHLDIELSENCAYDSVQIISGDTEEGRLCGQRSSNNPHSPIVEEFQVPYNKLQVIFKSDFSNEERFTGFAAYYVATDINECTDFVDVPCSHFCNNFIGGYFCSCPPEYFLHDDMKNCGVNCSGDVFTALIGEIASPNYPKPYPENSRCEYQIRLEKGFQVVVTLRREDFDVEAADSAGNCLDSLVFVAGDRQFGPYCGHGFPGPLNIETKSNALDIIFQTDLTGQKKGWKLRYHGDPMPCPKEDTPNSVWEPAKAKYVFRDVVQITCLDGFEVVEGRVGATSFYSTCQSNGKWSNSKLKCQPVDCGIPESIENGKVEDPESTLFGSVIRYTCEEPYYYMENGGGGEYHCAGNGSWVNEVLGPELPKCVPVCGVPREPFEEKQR
Target sequence (P09871 438-688 limits assumed): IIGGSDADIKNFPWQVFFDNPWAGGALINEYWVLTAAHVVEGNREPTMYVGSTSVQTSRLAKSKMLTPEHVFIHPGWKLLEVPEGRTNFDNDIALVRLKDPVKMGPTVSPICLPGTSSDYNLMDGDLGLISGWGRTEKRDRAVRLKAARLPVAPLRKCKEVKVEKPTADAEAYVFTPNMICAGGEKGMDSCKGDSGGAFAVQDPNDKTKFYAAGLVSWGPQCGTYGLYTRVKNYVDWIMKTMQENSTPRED
* hit, by the source's call; nt = no result given. Not all compounds are listed. The share of hits here may be higher or lower than overall.

no.	SMILES	CatB mixtures	E coli RNAP	CatG inh	CatL inh	CatS inh	AP complement	CatB block	FXIa inh mix	C1s block
1	COc1ccc(C(CNC(=O)COc2ccccc2OC)N(C)C)cc1OC (centres undefined)	1.9	4.8	-3.0	6.0	-7.4	-4.6	1.3	0.8	-0.6
2	COc1ccc(OC)c(-c2cc(C(=O)Nc3cc(C)on3)no2)c1	-2.1	7.5	7.9	12.3	10.8	4.8	2.5	0.1	-6.1
3	O=C(CSc1nccn1-c1ccc(F)cc1)NCc1ccc2c(c1)OCO2	6.2	2.7	-1.4	3.5	0.8	17.6	-5.0	9.5	-30.9
4	Cn1c(=O)oc2cc(S(=O)(=O)N3CCC(C(=O)NCc4cccs4)CC3)ccc21	-3.3	8.8	9.2	13.5	11.8	5.0	3.8	0.4	14.0
5	Clc1cccc2sc(N3CCCC3)nc12	13.2	5.7	-19.0	-7.8	-25.9	19.3	2.2	-29.8	-216.4
6	COc1cccc(CN(C)CC(=O)NC(=O)NCc2ccco2)c1	4.5	1.2	-4.5	19.2	27.9	-14.7	7.6	2.4	-14.7
7	C/C=C/Cn1c(N(C)Cc2ccccc2)nc2c1c(=O)[nH]c(=O)n2C	-0.1	0.4	-1.4	7.1	8.0	17.9	-0.8	4.5	-5.2
8	Cc1ccc(S(=O)(=O)NCC(C)NS(=O)(=O)c2ccc(C)cc2)cc1 (centres undefined)	3.0	7.7	-2.6	10.2	11.0	-15.7	5.8	1.8	-14.5
9	COc1ccc(C2(C(=O)Nc3c(C)n(C)n(-c4ccccc4)c3=O)CCCC2)cc1OC	6.3	6.7	11.3	7.5	-3.3	12.7	2.4	1.5	14.6
10	Cc1ccc(C)c(NC(=O)CSc2nnc(-c3ccccc3)n2N)c1	-4.5	6.8	2.3	nt	8.9	-5.2	-0.8	4.6	1.5
11	COc1ccc(-c2nsc3c(N4CCCC4)ncnc23)cc1	2.2	7.4	8.2	7.6	-0.3	17.3	3.6	5.5	2.5
12	Cc1c(C(=O)O)[nH]c2c1C(=O)CC(c1ccc(Cl)cc1)C2 (centres undefined)	-1.5	5.3	0.2	nt	12.4	5.3	1.6	10.5	0.6

Profiles, looked up by structure.
`COc1ccc(-c2nsc3c(N4CCCC4)ncnc23)cc1` is listed with CatB mixtures = 2.2; E coli RNAP = 7.4; CatG inh = 8.2; CatL inh = 7.6; CatS inh = -0.3; AP complement = 17.3; CatB block = 3.6; FXIa inh mix = 5.5; C1s block = 2.5
`Cc1ccc(C)c(NC(=O)CSc2nnc(-c3ccccc3)n2N)c1` is listed with CatB mixtures = -4.5; E coli RNAP = 6.8; CatG inh = 2.3; CatL inh = nt; CatS inh = 8.9; AP complement = -5.2; CatB block = -0.8; FXIa inh mix = 4.6; C1s block = 1.5

Carrying on:
no.	SMILES	CatB mixtures	E coli RNAP	CatG inh	CatL inh	CatS inh	AP complement	CatB block	FXIa inh mix	C1s block
13	NC(=O)c1cc(Cl)cn(-c2ccccc2)c1=O	1.3	3.0	-4.3	5.4	-5.8	23.9	0.5	3.2	-6.6
14	CN1C(=O)OC2(C)CCc3ccccc3C12C (centres undefined)	4.7	4.4	6.8	-1.1	-0.7	12.7	5.6	5.2	11.4
15	COc1ccc(CCNC(=O)CSc2cc(=O)[nH]c(N)n2)cc1OC	-5.2	4.2	-11.4	10.2	11.9	-2.0	3.2	-2.3	-41.4
16	O=C(O)c1ccc(CSc2nnc(COc3ccc(Cl)cc3Cl)o2)cc1	1.6	-0.2	22.8	3.7	4.1	16.5	2.5	26.1	6.1
17	CCN(CC)CCOC(=O)c1c(C)oc2ccc(OC)cc12	14.9	6.8	13.1	-0.2	nt	8.7	0.2	4.7	17.2
18	O=C(CN(C1CCCCC1)S(=O)(=O)c1ccc(Cl)cc1)NCc1ccncc1	2.7	5.7	8.1	-1.2	11.3	0.3	7.3	2.6	10.3
19	N#Cc1ccc(CSc2nnc(-c3cccnc3)n2-c2ccccc2)cc1	5.1	7.5	12.4	18.3	17.4	6.7	-0.3	3.4	9.1
20	O=C(C1CCN(C2CC(=O)N(c3cccc(Cl)c3)C2=O)CC1)N1CCCCCC1 (centres undefined)	0.7	-10.4	-15.3	-8.3	2.8	-10.9	0.4	-0.4	-16.9
21	COc1ccc(NC(=O)CSc2nccn2-c2ccccc2)c(OC)c1	0.1	-10.4	-13.7	nt	3.9	11.1	0.6	1.9	-12.9
22	CC(C)C(NC(=O)C1CCCCC1)C(=O)Nc1ccccn1 (centres undefined)	-0.7	4.1	5.7	6.1	-3.0	11.8	-0.1	3.0	-14.9
23	C=CCNS(=O)(=O)c1ccc(OC)c(C)c1	0.8	-1.3	6.1	5.8	0.2	7.6	2.4	2.2	2.4
24	O=C1c2ccccc2C(Nc2ccc(Cl)cn2)N1c1ccccn1 (centres undefined)	2.6	6.1	9.3	nt	0.9	22.2	2.8	5.1	11.9
25	Cc1ccc(NC(=O)C2CCCN2S(=O)(=O)c2ccc(F)cc2)c(C)c1 (centres undefined)	-3.7	6.9	14.8	nt	5.7	-8.9	0.7	2.7	10.5
26	O=C1CSC(=NC2CCCCC2)N1	-2.5	-0.1	7.3	-0.8	-2.2	-2.7	1.2	2.5	-0.7
27	Cn1c(=O)c2c(SCC(=O)N3CCCc4ccccc43)nc(CC(C)(C)C)nc2n(C)c1=O	0.6	9.5	8.8	4.9	-10.4	14.3	4.5	3.3	11.6
28	N#Cc1nc(-c2ccccc2F)oc1NCc1cccc2c1OCO2	-2.6	-1.2	-0.3	-3.6	6.6	4.4	-2.6	4.0	-5.1
29	CCC(c1nnc(SCC(=O)Nc2nnc(-c3ccccc3)o2)o1)N(C)C (centres undefined)	-2.4	1.3	1.1	-9.0	-12.4	9.8	1.8	-13.6	-101.2
30	CCc1c(C(=O)N2CCOCC2)csc1C	5.9	6.0	-11.1	7.7	21.4	-1.9	4.2	-6.9	-28.9
31	Cc1cc(=O)n(CC=C(Cl)Cl)c2ccccc12	5.3	10.4	12.3	25.1	10.4	-4.6	3.7	5.0	13.0
32	COc1ccc2cc(C(=O)Nc3c(C)n(C)n(-c4ccccc4)c3=O)sc(=O)c2c1OC	3.2	5.3	8.2	13.9	3.2	2.8	0.9	2.0	14.7
33	Cc1c(NC(=O)Nc2cccc(Cl)c2)c(=O)n(-c2ccccc2)n1C	2.8	6.5	8.4	16.2	0.5	0.8	12.8	7.3	12.2
34	CCOC(=O)C1CCN(S(=O)(=O)Cc2ccc(Cl)cc2)CC1	-2.0	7.5	3.1	-4.0	-14.2	13.2	2.5	6.3	5.5
35	CCOC(=O)C1CCN(S(=O)(=O)c2ccc(OCC)cc2)CC1	1.1	7.1	3.2	11.8	-1.9	6.5	5.2	10.5	2.1
36	COc1ccccc1S(=O)(=O)Cc1ccc(C(=O)NCCN(C)C)o1	4.0	9.1	13.0	15.8	3.0	4.3	1.4	2.2	20.0

Next part; it opens with the 2 that closed the last part.
no.	SMILES	CatB mixtures	E coli RNAP	CatG inh	CatL inh	CatS inh	AP complement	CatB block	FXIa inh mix	C1s block
35	CCOC(=O)C1CCN(S(=O)(=O)c2ccc(OCC)cc2)CC1	1.1	7.1	3.2	11.8	-1.9	6.5	5.2	10.5	2.1
36	COc1ccccc1S(=O)(=O)Cc1ccc(C(=O)NCCN(C)C)o1	4.0	9.1	13.0	15.8	3.0	4.3	1.4	2.2	20.0
37	O=C(NC1CCCC1)c1ccc(COCC(F)(F)C(F)F)o1	-7.4	10.0	-16.2	7.0	-13.5	9.9	2.3	-18.3	-138.2
38	CCC1(CC)C(=O)C(C)(C)C(=O)OC1c1cccs1 (centres undefined)	3.7	8.4	11.5	-0.4	-4.5	7.5	2.7	7.4	3.0
39	Cc1nc2cc(S(=O)(=O)C(F)(F)F)ccc2s1	1.1	5.4	8.5	9.5	0.5	-0.6	0.6	1.3	-5.3
40	O=C(Nc1ccccc1)N(CCCN1CCOCC1)Cc1cccs1	4.5	3.5	-1.1	1.0	1.5	18.3	-3.3	2.0	-3.3
41	COC(=O)CC1SC(=O)NC1=Nc1ccc(C)cc1 (centres undefined)	0.0	3.1	5.7	-1.2	-4.8	9.5	4.4	6.7	9.4
42	Fc1cc(F)c(F)c(SCCc2ccncc2)c1F	1.6	7.7	11.5	9.2	-5.6	0.2	3.1	6.1	6.3
43	O=C1c2ccccc2NC(c2ccccc2)N1Cc1ccco1 (centres undefined)	3.9	-7.3	7.8	-34.2	-5.5	18.8	-1.7	9.8	-1.8
44	Cc1nc2ccc(NC(=O)c3c(-c4ccccc4)noc3C)cc2s1	0.9	9.9	14.4	15.0	10.7	-4.7	6.9	5.3	11.8
45	COc1cccc(C(=O)CSc2nnc(-c3cc(OC)c(OC)c(OC)c3)o2)c1	3.1	1.3	9.7	-11.2	-4.2	16.4	1.3	1.6	16.9
46	O=C(NCCCN1CCOCC1)c1cc2c(s1)CSC2	0.7	7.8	8.5	4.9	-14.4	7.9	5.6	5.2	11.7
47	CC(=O)Nc1sc2c(c1C(=O)N1CCOCC1)CCCCC2	2.4	-0.4	6.7	-16.6	-11.9	25.2	3.9	3.0	17.0
48	COc1ccccc1/C=C/CN1CC(C)OC(C)C1 (centres undefined)	1.4	2.0	10.2	0.3	-0.5	26.7	-3.4	0.2	-0.2
49	COC(=O)Nc1ccc(S(=O)(=O)N2CCN(C)CC2)cc1	-1.3	4.1	7.1	nt	-7.5	-1.5	4.5	5.7	12.7
50	C=CCn1c(SCC(=O)Nc2ccc(C(=O)OCC)cc2)nnc1-c1cccs1	4.6	9.5	6.5	nt	0.5	0.6	6.7	8.5	10.8
51	Cn1c(SCC(N)=O)nnc1C1CCN(C(=O)NC2CCCCC2)CC1	-0.6	-6.2	-12.1	7.3	0.4	-9.9	-0.8	-1.8	-26.5
52	O=C1c2ccccc2C(O)N1c1cccnc1 (centres undefined)	4.5	4.3	7.4	-4.1	0.5	29.1	0.7	-2.2	2.6

5 compounds already listed, arranged by SMILES length, rising:
no.	SMILES	CatB mixtures	E coli RNAP	CatG inh	CatL inh	CatS inh	AP complement	CatB block	FXIa inh mix	C1s block
48	COc1ccccc1/C=C/CN1CC(C)OC(C)C1 (centres undefined)	1.4	2.0	10.2	0.3	-0.5	26.7	-3.4	0.2	-0.2
47	CC(=O)Nc1sc2c(c1C(=O)N1CCOCC1)CCCCC2	2.4	-0.4	6.7	-16.6	-11.9	25.2	3.9	3.0	17.0
49	COC(=O)Nc1ccc(S(=O)(=O)N2CCN(C)CC2)cc1	-1.3	4.1	7.1	nt	-7.5	-1.5	4.5	5.7	12.7
50	C=CCn1c(SCC(=O)Nc2ccc(C(=O)OCC)cc2)nnc1-c1cccs1	4.6	9.5	6.5	nt	0.5	0.6	6.7	8.5	10.8
45	COc1cccc(C(=O)CSc2nnc(-c3cc(OC)c(OC)c(OC)c3)o2)c1	3.1	1.3	9.7	-11.2	-4.2	16.4	1.3	1.6	16.9
